# Screens: PubChem BioAssay, The Scripps Research Institute Molecular Screening Center
# FBW7 act: human FBW7 E3 ligase activation, primary screen; Q969H0; AlphaScreen FBW7–phospho-cyclin E peptide binding, activator screen; normalized activity (activation), % at 26.1 µM; hit rate 0.13% among 650,000; AID 1259310; in the data active = normalized activity above about 1.9%;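 also: purified mutant Fbw7 with reduced substrate affinity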
# Target sequence (Q969H0 whole entry, looked up): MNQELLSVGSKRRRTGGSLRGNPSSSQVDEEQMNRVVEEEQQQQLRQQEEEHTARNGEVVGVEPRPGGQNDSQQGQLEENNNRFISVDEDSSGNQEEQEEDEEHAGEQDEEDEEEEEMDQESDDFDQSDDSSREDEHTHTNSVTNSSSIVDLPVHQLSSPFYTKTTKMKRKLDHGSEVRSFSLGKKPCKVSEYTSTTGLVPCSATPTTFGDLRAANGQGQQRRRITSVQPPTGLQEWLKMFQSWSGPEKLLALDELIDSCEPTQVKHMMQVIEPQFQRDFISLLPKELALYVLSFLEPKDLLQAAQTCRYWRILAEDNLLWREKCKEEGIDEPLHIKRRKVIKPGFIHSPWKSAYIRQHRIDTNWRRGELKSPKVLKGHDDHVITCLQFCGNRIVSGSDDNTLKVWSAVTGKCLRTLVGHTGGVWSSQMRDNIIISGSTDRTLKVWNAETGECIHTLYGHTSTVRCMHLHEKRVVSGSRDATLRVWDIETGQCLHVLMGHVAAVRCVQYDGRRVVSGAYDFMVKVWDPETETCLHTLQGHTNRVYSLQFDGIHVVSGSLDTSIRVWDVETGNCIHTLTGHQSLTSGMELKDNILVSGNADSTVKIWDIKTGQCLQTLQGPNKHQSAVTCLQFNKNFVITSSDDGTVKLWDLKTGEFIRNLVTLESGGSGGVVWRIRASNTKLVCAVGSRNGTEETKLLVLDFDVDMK
# GPR151 ag: human GPR151 activation; Q8TDV0; PathHunter beta-arrestin GPR151 cells, luminescence; activation, % at 11.2 µM; hit rate 1% among 650,000; AID 1508602; in the data active = activation above about 4.9%;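 also: 0% = median of compound wells and 100% = cells with positive control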
# Target sequence (Q8TDV0 whole entry, looked up): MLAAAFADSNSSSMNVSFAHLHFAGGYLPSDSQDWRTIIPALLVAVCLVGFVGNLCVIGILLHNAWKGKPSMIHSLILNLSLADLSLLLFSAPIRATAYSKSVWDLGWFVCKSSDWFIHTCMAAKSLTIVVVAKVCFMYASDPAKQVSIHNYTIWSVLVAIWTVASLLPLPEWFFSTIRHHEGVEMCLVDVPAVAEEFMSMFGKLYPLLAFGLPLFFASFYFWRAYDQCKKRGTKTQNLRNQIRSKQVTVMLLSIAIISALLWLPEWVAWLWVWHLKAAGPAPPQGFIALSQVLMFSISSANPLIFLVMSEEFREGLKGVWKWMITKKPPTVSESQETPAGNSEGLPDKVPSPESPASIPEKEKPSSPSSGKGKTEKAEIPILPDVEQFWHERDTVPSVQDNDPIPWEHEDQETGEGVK
# MITF primary: human MITF inhibition, primary screen. hit rate 0.91% among 650,000. AID 1259374. AlphaScreen MITF homodimerization, bead proximity signal. inhibition, % at 2.6 µM. O75030; in the data active = inhibition above about 50%;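 also: 0% = vehicle wells with protein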
# TEAD-YAP inh: TEAD-YAP interaction inhibition | AID 1259422 | inhibition, % at 9.12 µM | HEK-TIYL cells, TEAD-Gal4/YAP UAS-luciferase luminescence | hit rate 1.4% among 640,000; in the data active = inhibition above about 32%;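 also: 0% = median of test compound wells and 100% = reference inhibitor wells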
# * marks the source's active call; other numbers are inactive results; · = no result given. Random draw from the library (roughly 3.5% active in at least one column).
# Preview, 4 compounds:
SMILES,FBW7 act,GPR151 ag,MITF primary,TEAD-YAP inh
O=C(Nc1ccc(Cl)c(Cl)c1)c1cc2nc(-c3ccccc3)cc(C(F)(F)F)n2n1,-0.2,0.5,5.5,-4.2
O=C(CC(NC1CCCCC1)C(=O)O)Nc1cccc(Cl)c1 (stereo unspecified),0.5,0.8,-1.2,5.1
O=C(CCc1ccccc1)N1N=C(c2ccccc2)CC1(O)C(F)(F)F (stereo unspecified),0.1,0.9,2.7,6.5
Cc1nn(-c2cccc(C(F)(F)F)c2)c(Cl)c1/C=N/n1cnnc1,-0.1,2.7,-1.3,2.5

# All compounds of this part, from the start:
SMILES,FBW7 act,GPR151 ag,MITF primary,TEAD-YAP inh
O=C(Nc1ccc(Cl)c(Cl)c1)c1cc2nc(-c3ccccc3)cc(C(F)(F)F)n2n1,-0.2,0.5,5.5,-4.2
O=C(CC(NC1CCCCC1)C(=O)O)Nc1cccc(Cl)c1 (stereo unspecified),0.5,0.8,-1.2,5.1
O=C(CCc1ccccc1)N1N=C(c2ccccc2)CC1(O)C(F)(F)F (stereo unspecified),0.1,0.9,2.7,6.5
Cc1nn(-c2cccc(C(F)(F)F)c2)c(Cl)c1/C=N/n1cnnc1,-0.1,2.7,-1.3,2.5
CSc1ccc(/C=N/NC(=O)C2CCN(S(=O)(=O)c3ccc(C)cc3)CC2)cc1,0.0,0.8,10.1,0.4
O=C(O)C1CCN(c2ccc3nncn3n2)CC1,0.6,-0.6,-10.5,10.4
CC(C)C(=O)NCC1CCC2(CCN(Cc3nc(-c4ccccc4)cs3)CC2)O1 (stereo unspecified),0.0,-6.5,0.4,96.7*
c1ccc(COc2ccc(Oc3ncnc4sc5c(c34)CCCC5)cc2)cc1,0.4,-0.9,12.5,-18.2
O=c1c(-c2ccc(Cl)cc2)c(N2CCN(c3ccccc3F)CC2)c1=O,0.3,1.5,17.2,41.6*
COC(=O)C1=CN(c2ccc(F)c(F)c2)C=C(C(=O)OC)C1c1cc(OC)ccc1OC,0.0,0.3,3.2,7.5
CC(C)c1cc(=O)[nH]c(-n2nc(C3CC3)cc2NC(=O)c2ccc(F)cc2)n1,-0.2,0.9,1.0,3.3
NC(=O)C(=O)Nc1cccc2ccccc12,0.0,2.3,3.2,1.1
O=C(NCC1OCCc2ccccc21)C(c1ccccc1)c1ccccc1 (stereo unspecified),0.1,-0.5,2.5,-7.8
O=C(Nc1ccc(-c2cnc(-c3ccc(NC(=O)c4cccs4)cc3)nc2)cc1)c1cccs1,0.3,0.1,1.9,-1.6
CCC(C)C(=O)C(=O)NCC1Cc2cc(F)cc(-c3ccccn3)c2O1 (stereo unspecified),-0.3,-0.3,-1.2,-4.2

# Next section; the last 2 above are carried over.
SMILES,FBW7 act,GPR151 ag,MITF primary,TEAD-YAP inh
O=C(Nc1ccc(-c2cnc(-c3ccc(NC(=O)c4cccs4)cc3)nc2)cc1)c1cccs1,0.3,0.1,1.9,-1.6
CCC(C)C(=O)C(=O)NCC1Cc2cc(F)cc(-c3ccccn3)c2O1 (stereo unspecified),-0.3,-0.3,-1.2,-4.2
CCC(O)C#CC(C)(O)CCC=C(C)C (stereo unspecified),-0.1,0.3,-9.8,-2.6
Cc1ccc(-c2c(C(=O)NCCN3CCCCC3)oc(=O)c3ccccc23)cc1,0.0,1.0,6.5,-4.2
Cc1ccc(NC(=O)C(=O)NCC2CCCN2S(=O)(=O)c2ccccc2)cc1 (stereo unspecified),-0.1,4.4,2.4,-5.8
COCCC(=O)NC(C)c1nnc2n1CCN(Cc1ccc(OC)c3ccccc13)CC2 (stereo unspecified),0.0,-0.5,-11.9,-4.1
CCOc1ccc(C(c2nnnn2Cc2ccc(F)cc2)N2CCN(CC)CC2)cc1 (stereo unspecified),0.1,-0.9,13.6,6.4
Cc1ccc(C)c(N(CC(=O)NC(C(C)C)C(C)C)S(C)(=O)=O)c1,-0.1,5.9*,1.1,2.0
COC(=O)C(NNc1ccccc1C)(NC(=O)c1ccco1)C(F)(F)F (stereo unspecified),0.1,0.5,-2.8,-11.3
Cc1ccc(/C=N/NC(=O)c2ccccc2Cl)cc1,0.0,0.0,-10.0,-17.0
CCOc1ccc(Cl)cc1C=C1C(=O)NC(=S)NC1=O,0.1,2.6,15.8,-8.8
Cc1ccc(C(=O)c2coc3cc(C)ccc3c2=O)cc1,0.0,0.7,1.6,-17.9
OCCNc1nc(Nc2ccc3ncccc3c2)nc2nc[nH]c12,-0.1,1.7,2.9,-13.9
O=C(Cn1ncc2c1-c1ccccc1OC2)N1CCN(c2cccc(C(F)(F)F)c2)CC1,0.2,2.8,21.4,0.6
CC1Oc2ncc(C(F)(F)F)cc2N(Cc2ccccc2C#N)C1=O (stereo unspecified),0.1,-0.5,18.6,1.6
COc1ccccc1N1CCN(C(=O)N2CCOCC2)CC1,0.0,1.3,3.9,14.6
O=C(NC1CCCC1)C(c1ccco1)N(C(=O)c1ccco1)c1ccc(F)cc1 (stereo unspecified),0.1,0.3,6.8,-8.4
CCOC(=O)c1[nH]c2ccccc2c1NC(=O)C1CCCC1,-0.1,-0.4,12.2,-8.0
COc1cccc(CCNC(=O)CC2C(=O)NCCN2Cc2ccc3ccccc3c2)c1 (stereo unspecified),0.0,0.3,14.7,1.0
CC(NC(=O)COc1ccccc1C#N)c1ccncc1 (stereo unspecified),0.0,-0.7,-9.0,2.2
COc1ccc2oc(=O)c(-c3csc(Nc4ccc(Br)cc4)n3)cc2c1,0.0,0.9,-7.0,-7.0
O=C(NCc1ccc2c(c1)OCO2)c1cc(-c2ccccc2)c(N2CCOCC2)s1,-0.2,-0.1,-0.5,6.8
Cc1ccc(C(=O)N2CCN3C(=O)[C@@H]4CSCN4C(=O)[C@H]3C2)cc1,0.1,0.0,-3.9,3.7
O=C(/C=C/c1ccccc1)N1CCC(CN2C(=O)c3cccc4cccc(c34)C2=O)CC1,0.1,0.0,2.4,3.5
Clc1ccc(-c2nc(-c3cccnc3)no2)c(Cl)c1,-0.1,1.3,3.6,-61.1
O=C(NC1CCCCC1)c1cccn2c(=O)c3c4c(sc3nc12)CCCC4,0.4,-0.7,13.8,-3.4
CCOc1ccc(N2C(=O)C3C4c5ccccc5C(C(C)O)(c5ccccc54)C3C2=O)c([N+](=O)[O-])c1 (stereo unspecified),0.5,-1.5,10.4,-1.3
CC(=O)Nc1ccc(S(=O)(=O)N2CCN(C(C)CCc3ccccc3)CC2)cc1 (stereo unspecified),-0.2,0.9,9.2,-5.6
COc1cc(OC)c(C2C(C#N)=C(N)Oc3cc(C)n(Cc4ccco4)c(=O)c32)cc1OC (stereo unspecified),0.1,-0.4,8.7,10.5
CCOc1ccccc1/C=c1\sc2ncnn2c1=O,0.0,-0.5,13.7,-9.6
CCOc1ccc(C2CC(=O)NC(SCC(=O)Nc3ccc(Cl)cc3)=C2C#N)cc1OC (stereo unspecified),0.0,-1.0,14.7,10.3
CCC(C)NC(=O)Cn1c(=O)n(CCc2ccccc2)c(=O)c2c(C)c(C)sc21 (stereo unspecified),-0.1,0.0,4.7,8.9
O=C(c1ccc(CS(=O)c2ccccc2)o1)N1CCN(c2ccc(F)cc2)CC1 (stereo unspecified),-0.2,0.5,11.4,12.3
Cc1ccc(N2CC(C(=O)Nc3cccc(Cl)c3C)CC2=O)cc1 (stereo unspecified),-0.1,-0.1,1.2,2.3
O=C(c1cc2cc(Br)cc(Br)c2oc1=O)N1CCCCCC1,0.2,1.5,4.9,18.8
CCOc1ccc(N=C2SC(C(=O)Nc3ccc(Br)cc3)CC(=O)N2Cc2ccccc2)cc1 (stereo unspecified),-0.1,-1.9,-4.3,-6.9
COc1cc(NS(=O)(=O)c2ccc([N+](=O)[O-])cc2)cc(OC)c1,0.0,-1.3,16.4,11.7
CCNc1nc(NCC)nc(SCC(=O)c2ccc(OC)cc2)n1,0.0,0.2,7.0,-1.7
CC(C)CCNS(=O)(=O)c1ccc(Cc2ccc(S(=O)(=O)NCCC(C)C)cc2)cc1,0.0,-1.6,0.8,31.8
O=C(NC1CCCc2ccccc21)C1CCN(c2nnc(N3CCCC3=O)s2)CC1 (stereo unspecified),0.0,-0.6,-2.8,7.8
CC1CCN(c2nc3c(c(=O)[nH]2)CCN(Cc2coc4ccccc4c2=O)C3)CC1,-0.1,-0.3,6.3,-5.0
Cc1cc(C(F)F)n2nc(C(=O)Nc3ccccc3Br)nc2n1,0.6,-1.2,0.7,-0.1
CSc1cccc(NC(=O)C2C3C=CC4(O3)C2C(=O)N(C2CCC(C)CC2)C4C(=O)NC2CCCC(C)C2C)c1 (stereo unspecified),0.2,-1.1,2.4,5.6
CC(C)(C)c1ccc(CNC(=O)C2CCCN2S(=O)(=O)c2ccc3ccccc3c2)cc1 (stereo unspecified),-0.2,0.4,-7.5,6.8
Cc1cnc(-n2nnc(C(=O)N3CCc4ccccc4C3)c2C)s1,0.1,-0.5,-6.1,1.1
COc1cc(C(=O)O)nc2ccc([N+](=O)[O-])cc12,-0.2,0.7,-1.3,-4.4
CC(=O)Nc1ccc2c(c1)C1C=CCC1C(C1CC=CCC1)N2 (stereo unspecified),0.8,-0.6,19.2,11.3
CCCCN(C(=O)CCl)C1CCS(=O)(=O)C1 (stereo unspecified),0.0,1.7,5.7,72.7*
COc1cccc(C2c3c(oc4ccccc4c3=O)C(=O)N2c2nnc(C(C)C)s2)c1 (stereo unspecified),-0.1,-0.5,4.4,-11.1
O=C(CSc1nnc(NC2CCCCC2)s1)Nc1ccc(N2CCOCC2)cc1,0.1,-0.1,1.3,-22.8
CC(CNC(=O)C1CCCCC1C(=O)O)c1ccccc1 (stereo unspecified),0.1,1.6,15.9,5.6
O=C(Cc1c[nH]c2ccccc12)Nc1ccc(-c2nnc3n2CCCCC3)cc1,0.7,2.3,-1.1,-0.6
Cc1cc(Cl)ccc1NC(=O)C(Cl)Cl,-0.1,-0.2,18.3,13.5
Cc1c([N+](=O)[O-])cc(C(=O)N(C)C)cc1[N+](=O)[O-],0.4,-0.4,2.4,-15.3
Cc1cccc(Nc2ncc3c(n2)CC(C)CC3=O)c1 (stereo unspecified),-0.1,0.0,3.2,-50.6
CCOC(=O)c1csc(NC(=O)c2cc(=O)c3ccccc3o2)n1,0.0,-0.8,-0.8,-3.6
Cn1c(Nc2nc(NCc3cccnc3)c3ncn(C4CCCCC4)c3n2)nc2ccccc21,0.0,1.6,9.8,3.9
O=C(COC(=O)CCSc1ccc(Cl)cc1)NCCc1ccccc1,0.1,1.6,10.5,5.6
Cc1cc(=O)oc2cc(OCC(=O)N/N=C/c3ccc4c(c3)OCO4)ccc12,0.0,-0.4,-7.0,-0.8
CCNC(=O)Nc1cc2nc(C)n(Cc3ccc(-c4ccc(OC)cc4)cc3)c2nc1C,0.2,0.1,6.5,10.4
Cc1nc2sc(C(c3ccc([N+](=O)[O-])cc3)N3CCN(C)CC3)c(O)n2n1 (stereo unspecified),-0.1,0.9,-13.4,-0.4
CCS(=O)(=O)c1ccc2oc(Nc3cc(C)cc(C)c3)nc2c1,0.0,-1.2,-6.0,-13.1
# The list continues.
SMILES,FBW7 act,GPR151 ag,MITF primary,TEAD-YAP inh
Cc1ccc(S(=O)(=O)N(C)CC(O)Cn2c3ccccc3c3ccccc32)cc1 (stereo unspecified),0.1,0.7,17.2,-10.3
CCCCC[C@H](O)/C=C/[C@H]1C2CC(CO2)[C@@H]1CCCCCCC(=O)O (stereo partly specified),·,-1.2,-13.2,·
Cc1ccc(NC(=O)CN2C(=O)c3cccc4cccc2c34)cc1C,0.2,0.4,5.9,-5.1
Cc1nc2c(c(N3CCCCCC3)n1)CN(C(=O)N1CCOCC1)CC2,0.0,-0.1,7.8,-6.3
OCCNCCSc1nnc(-c2cccs2)o1,0.0,-1.5,-8.6,-1.1
CCOc1ccc(NC(=O)C2=C(C)NC(=O)NC2c2cccc3ccccc23)cc1 (stereo unspecified),0.1,2.3,-3.5,3.9
CCCN(CCC)C(=O)C(C)Oc1ccccc1 (stereo unspecified),0.1,4.7,18.1,4.5
CCCc1cc(=O)oc2cc(OCc3ccc(C(=O)OC)cc3)ccc12,0.2,-0.7,8.6,8.2
COc1ccc(-n2nc(C(=O)NCC(=O)N3CCCC3)c3ccccc3c2=O)c(OC)c1,0.2,-1.0,17.2,-2.3
COc1ccc(NC(=O)c2noc3c2CCc2cc(OC)ccc2-3)cc1,0.0,0.0,10.3,-7.6
CC1(C)Cc2c(c(N3CCOCC3)nc3sc(-c4ccc(C(=O)NN)o4)c(N)c23)CO1,0.2,0.0,-17.5,-0.4
CC(C)NC(=O)Cn1nnc(-c2ccc(NC(=O)C34CC5CC(CC(C5)C3)C4)cc2)n1,0.0,0.2,1.1,-13.1
COc1ccc(/C=C(/NC(=O)c2ccc(OCC(C)C)cc2)C(=O)NCCCO)cc1,0.9,-0.8,1.5,0.3
CCC1CCCCN1C(=O)c1ccc(SC)cc1OC (stereo unspecified),0.1,0.0,18.6,5.3
COC(=O)c1ccccc1NC(=O)C1CCCN(S(=O)(=O)c2ccccc2)C1 (stereo unspecified),-0.1,1.6,6.3,19.1
Cc1ncc(CO)c(/C=N/Nc2nc3ccccc3[nH]2)c1O,-1.3,0.5,85.5*,-11.3
O=c1oc(-c2ccc(Br)cc2)nc2sc3c(c12)CCC3,0.1,-0.3,0.2,11.3
COc1ccc(C(=O)NC(=O)NCC(C)C)cc1,0.1,-2.9,-8.6,-66.2
Cn1c(=O)c2c(nc(N3CCCCC3)n2Cc2ccc(Cl)cc2)n(C)c1=O,0.0,1.3,7.0,7.5
COc1ccc(CCNC(=O)CCn2c(SCC(=O)NC3CCCCC3)nc3ccccc3c2=O)cc1OC,-0.1,4.2,-1.1,5.2
CCc1ccc(/C=N\NC(=O)Cc2cccs2)cc1,0.0,0.4,7.5,-44.7
